PMI inhibitors: inhibitors of human PMI, primary screen, biochemical, fluorescence intensity, coupled assay (AID 1209) | Mannose-6-phosphate isomerase (Homo sapiens) | purified PMI enzyme, coupled fluorescence intensity; higher % means a stronger effect | inhibition, % at 20 µM, or IC50 in µM where a hit was titrated | 0.42% of 190,000 active;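 further: plate controls were DMSO vehicle for no effect and wells lacking substrate for full effect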
SV40 large T antigen: SV40 large T antigen inhibitors, biochemical (AID 1903). one-dose inhibition, % at 20 µM; IC50 in µM for titrated hits. SV40 large T antigen ATPase/helicase inhibition assay; higher % means a stronger effect. 0.39% of 310,000 active; in the data active means a potency from the dose series; inconclusive means inhibition mostly from about 32% at the one dose, without a potency; inactive means the rest, 99 in 100 with inhibition below about 32%; further: strong numbers were not always called active
TNAP activators: human TNAP enzyme activators, primary screen, biochemical, luminescent, no phosphate acceptor, uHTS (AID 1001); purified TNAP, luminescent activation assay, no phosphate acceptor; higher activation fold means a stronger effect; activation fold at 20 µM, or EC50 in µM where a hit was titrated; 0.03% of 200,000 active; Alkaline phosphatase, tissue-nonspecific isozyme (Homo sapiens); in the data active means activation fold from about 3, or a potency from the dose series; inactive means the rest, 99 in 100 with activation fold below about 1.6; further: many of its hits are not listed in these tables
West Nile virus CPE: West Nile virus antiviral activity, cell-based, CPE readout (AID 1621); West Nile virus-infected cells, CPE inhibition; higher % means a stronger effect; 0.02% of 290,000 active; one-dose CPE inhibition, % at 10 µM; IC50 in µM for titrated hits; in the data active means a potency from the dose series; inconclusive means CPE inhibition mostly from about 3.7% at the one dose, without a potency; inactive means the rest, 99 in 100 with CPE inhibition below about 2.2%; further: strong numbers were not always called active
ER stress rescue: rescue of cells from ER stress-induced death, primary screen, 384-well, CSM14.1, thapsigargin, ATP luminescence (AID 1222) | CSM14.1 thapsigargin-induced death rescue, ATP luminescence; higher % means a stronger effect | cellular ATP content (survival), % at 20 µM; hits with a dose series show EC50 in µM | 190,000 tested, under 10 active;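 active means EC50 below 50 µM in the dose-response confirmation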;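 further: death triggered by thapsigargin at about 15 µM added after 2 h compound pretreatment; cell ATP read after overnight thapsigargin exposure of roughly 18 to 22 hours; normalized against plate controls of thapsigargin alone and 5% DMSO vehicle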
human PMI inhibitors: human PMI inhibitors, high substrate, primary screen, biochemical, fluorescence intensity, high mannose 6-phosphate (AID 1220) | recombinant PMI enzyme, coupled fluorescence intensity; higher % means a stronger effect | 0.66% of 190,000 active | Mannose-6-phosphate isomerase (Homo sapiens) | one-dose inhibition, % at 20 µM; IC50 in µM for titrated hits
RSV antiviral HEp-2: RSV antiviral activity via CPE protection, HEp-2 cells, primary 10 µM value included (AID 2391); HEp-2 cells, RSV-induced CPE inhibition; higher % means a stronger effect; CPE inhibition, % at 10 µM, or IC50 in µM where a hit was titrated; 0.13% of 310,000 active; in the data active means a potency from the dose series; inconclusive means CPE inhibition mostly from about 23% at the one dose, without a potency; inactive means the rest, 99 in 100 with CPE inhibition below about 21%; further: strong numbers were not always called active
Ins promoter up: insulin promoter activators in MIN6 cells, imaging, high-content screening, mouse beta cells. 0.3% of 190,000 active. AID 1625, 2009. z-score at 5 µM. MIN6 insulin promoter-GFP reporter; stronger effect = higher value;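 active means z-score above 3 at 5 µM with at least 500 cells counted in the well; inconclusive means wells under 500 cells, flagged as cytotoxic or low count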
PhoP inhibition: inhibitors of PhoP regulon expression, primary screen, Salmonella Typhimurium, GFP reporter (AID 1863). S. Typhimurium PhoP-regulated promoter GFP reporter, 4 h; higher % means a stronger effect. inhibition, % at 50 µM, or IC50 in µM where a hit was titrated. 0.16% of 300,000 active;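 active means inhibition over 29.93%, a cutoff 3 SD above the screen mean, later confirmed by dose response; inconclusive means inhibition over 29.93% but no dose response follow-up; inactive means inhibition at most 29.93% or unconfirmed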;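 further: 0% = low Mg2+ inducing control and 100% = high Mg2+ repressing control; strong numbers were not always called active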
Ins promoter up cell count: recorded beside Ins promoter up, whose call it bears; cell count; measured here: cytotoxicity, nuclei count;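 total cells summed across four imaged fields per well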
An asterisk follows results filed as active; u = inconclusive; x = not tested or not shown. Unless noted, no stated cut-off is given here; in the data, active means inhibition above about 50%; inactive means the rest.

SMILES	PMI inhibitors	SV40 large T antigen	TNAP activators	West Nile virus CPE	ER stress rescue	human PMI inhibitors	RSV antiviral HEp-2	Ins promoter up	Ins promoter up cell count	PhoP inhibition
CCCc1nnc(SCC(=O)N2CCCCC2C)n1CCCOC (centres undefined)	10%	5%	1.1	-0.4%	-0.5%	9%	0.2%	0.03	1538	0%
CCCCN(C(=O)CSc1cc(C)c2ccccc2n1)c1c(N)n(Cc2ccccc2)c(=O)[nH]c1=O	-10%	-5%	1.1	-0.6%	-1.5%	-18%	3.5%	-0.13	1480	-4%
O=C(c1ccc(F)cc1)C1CCN(C(=O)Nc2ccccc2Cl)CC1	0%	5%	1.1	-1.3%	-0.2%	5%	3.9%	-0.05	1322	-4%
COc1ccc(/C(C)=N/N2C(=O)c3ccccc3NC2c2ccc(O)c(OC)c2)cc1 (centres undefined)	8%	33%	1.1	x	-1.9%	4%	0.6%	-0.6	1366	-7%
Cc1c(Br)c([N+](=O)[O-])nn1CC(=O)N1CCc2ccccc21	1%	2%	1.1	-0.8%	-2.7%	12%	2.0%	-1	1592	-6%
O=C(Nc1nc2ccc(S(=O)(=O)N3CCCCC3)cc2s1)C1CCCO1 (centres undefined)	3%	9%	1.1	2.2%	-2.8%	-4%	2.4%	-0.42	1256	-4%
COc1cccc2sc(NNC(=O)C3COc4ccccc4O3)nc12 (centres undefined)	-14%	12%	1	1.0%	1.2%	-23%	1.0%	-0.33	1225	-5%
Cc1ccc(SC(c2ccccc2)C(Cn2cncn2)C(=O)c2ccccc2)cc1 (centres undefined)	10%	2%	1.1	-0.1%	1.8%	10%	2.6%	-0.34	925	2%
COc1ccc(CCN(C(=O)c2ccccc2)C2=CC3CCC(C2)N3C)cc1OC (centres undefined)	-7%	2%	1	0.3%	-3.0%	-2%	x	0.03	1317	-3%
COc1cccc(OC)c1C(=O)Nc1cccc2c1CCCC2	x	5%	x	0.8%	x	x	1.9%	x	x	-9%
COc1cc(C(=O)Nc2nnc(C)s2)c([N+](=O)[O-])cc1OC	x	15%	x	0.2%	x	x	0.1%	0.28	1558	-5%
Cc1ccc(C(=O)N/N=c2\sc3ccccc3n2C)cc1	7%	15%	1.1	0.3%	-3.4%	-1%	1.6%	1.4	1557	-8%
O=C(NCCN1CCOCC1)[C@H](Cc1ccccc1)N1C(=O)c2ccccc2C1=O	3%	6%	1.1	0.1%	4.0%	-2%	0.3%	-0.44	1203	-4%
Cc1cc(NC(=O)CSCC(=O)N(C)Cc2ccc(F)cc2)no1	x	12%	x	-0.1%	x	x	1.5%	x	x	0%
COc1ccc(CCNC(=O)c2c(O)c3ccccc3[nH]c2=O)cc1	x	3%	x	0.5%	x	x	-0.5%	x	x	12%
Cc1nc2ccc(CCO)cc2s1	-10%	7%	1.1	0.2%	-2.3%	0%	1.4%	-0.19	1017	7%
CCOC(=O)c1ccc(NC(=O)CN(C)S(=O)(=O)c2ccc(Br)s2)cc1	13%	3%	1.1	0.5%	-3.3%	13%	2.0%	-0.02	1079	-4%
COc1ccc2cc(CCNC(=O)CCc3ccccc3)c(=O)[nH]c2c1	x	5%	x	0.4%	x	x	0.7%	x	x	-3%
CN(Cc1nc2ccccc2c(=O)[nH]1)CC(O)COCc1ccco1 (centres undefined)	11%	-3%	1.9	-0.1%	-2.5%	13%	1.5%	-0.49	1898	-9%
Cc1nc2c(cc1NC(=O)C(C)(C)C)nc(C)n2Cc1ccccc1	x	6%	x	0.5%	x	x	1.4%	x	x	-2%
CCCCN(C(=O)c1cccc(S(=O)(=O)N2CCCCC2)c1)C1CCS(=O)(=O)C1 (centres undefined)	x	15%	x	-0.3%	x	x	-1.3%	x	x	7%
O=C(Nc1cccc2nsnc12)c1ccc(F)cc1	13%	1%	1.1	0.2%	-2.5%	7%	2.5%	1.1	1110	21%
COc1ccc(S(=O)(=O)N(CC(=O)NCc2ccncc2)c2ccc(C)cc2)cc1Br	x	10%	x	0.1%	x	x	2.5%	x	x	-2%
CCOC(=O)C(NCc1ccc(F)cc1)(NC(=O)c1ccccc1)C(F)(F)F (centres undefined)	-14%	6%	1	0.1%	-2.0%	-10%	-0.1%	-0.63	1122	4%
Fc1ccc(Cn2nnc(-c3ccc(CN4CCOCC4)cc3)n2)cc1	1%	0%	1.2	1.1%	0.2%	-2%	1.7%	-0.23	1089	23%
COc1ccc(OC)c(-n2c(-c3cc(-c4ccco4)[nH]n3)n[nH]c2=S)c1	21%	9%	1.5	0.5%	-0.2%	47%	-1.2%	0	1548	-6%
COCCN(C(=S)Nc1ccc(C)cc1C)C(C)c1ccco1 (centres undefined)	-3%	12%	1.1	0.1%	-0.4%	-7%	-2.0%	-0.05	989	-5%
CCN(CC(=O)NCc1ccc(F)cc1)C(=O)c1ccc(COc2ccccc2)cc1	x	-4%	x	-0.4%	x	x	16%	x	x	6%
CCCC[n+]1c(C)sc2cc(OC)ccc21	16%	33%	0.8	-0.5%	-1.1%	13%	-0.9%	-0.15	1417	2%
CN1C(=O)NC(c2ccccc2[N+](=O)[O-])C2=C1CCCC2=O (centres undefined)	x	11%	x	0.6%	x	x	1.0%	x	x	-16%
CC(=O)c1cccc(NC(=O)CCS(=O)(=O)c2cc3c(cc2C)NC(=O)CO3)c1	x	-4%	x	0.7%	x	x	0.5%	x	x	14%
COc1ccc(-n2c(=S)[nH]c3cc(C(=O)NCCCN4CCOCC4)ccc3c2=O)cc1	x	13%	x	0.0%	x	x	0.1%	x	x	-3%
Cn1cc(Br)c(C(=O)NNC(=O)c2ccc(Br)cc2)n1	-14%	14%	1.6	-0.2%	-1.8%	-14%	0.1%	x	x	-11%
COc1ccc(CCNC(=O)C(=O)NCC2OCCN2C(=O)c2ccc(Cl)cc2)cc1OC (centres undefined)	x	7%	x	0.7%	x	x	4.4%	x	x	-3%
Cc1cc(C)c2nc(NCc3ccccc3O)sc2c1	x	22%	x	-1.0%	x	x	1.4%	x	x	1%
CC(C)(C)OC(=O)N1CCC[C@H]1c1nnc(SCc2ccccc2)o1	x	16%	x	-0.2%	x	x	x	0.71	1047	-4%
Cc1cc(N2CCN(c3ncccn3)CC2)nc2c(C)cccc12	x	0%	x	0.3%	x	x	8.7%	x	x	12%
O=C(C1CCCCC1)N(Cc1nc2sc3c(c2c(=O)[nH]1)CCCC3)Cc1cccs1	-1%	-3%	1.1	-0.8%	0.0%	7%	13%	-1	1133	4%
CC(C)(C)OC(=O)N1CCC(c2c(C(=O)NC3CC3)cnn2-c2ccccc2)CC1	x	5%	x	-0.5%	x	x	0.8%	x	x	-5%
CCn1c(-c2cc3ccccc3cc2O)n[nH]c1=S	-1%	11%	1	0.5%	-3.0%	-14%	u	0.57	916	3%
NNc1nc2sc3c(c2c(=O)n1C1CCCCC1)CCN(Cc1ccccc1)C3	x	14%	x	-0.4%	x	x	12%	-0.25	1277	-4%
CC(=O)Nc1ccc(NC(=O)C2CCCN2/C=C/C(=O)C(F)(F)F)cc1 (centres undefined)	0%	8%	1.1	1.3%	x	2%	0.2%	0.4	1301	-10%
O=C(O)C1CCN(C(=O)COc2ccc3c4c(c(=O)oc3c2)CCCC4)CC1	x	16%	x	0.0%	x	x	-0.1%	x	x	4%
CCN(CC)S(=O)(=O)c1cc(C(=O)NC2CCCCC2)ccc1C	-3%	18%	1.1	-0.7%	1.2%	-1%	0.1%	-0.37	1174	-3%
CC1CN(CC(O)COc2ccc(C(=O)c3ccccc3)cc2)CC(C)O1 (centres undefined)	1%	4%	1.1	0.7%	-0.4%	10%	-0.3%	1.9	926	2%
COCCNC(=S)N/N=C/c1ccc(-c2ccc([N+](=O)[O-])cc2)o1	x	20%	x	0.1%	x	x	1.4%	x	x	-9%
Clc1ccc2c(c1)-c1nnc(Br)n1-c1ccccc1S2	4%	7%	1.1	0.0%	1.3%	-4%	3.0%	-0.79	1134	-8%
CCSC1=NCCN1C(=O)C(C)(C)Oc1ccc(Cl)cc1	2%	-5%	1.1	0.5%	x	4%	0.5%	-0.15	1236	6%
CCNC(=S)Nc1cc(-c2ccc(Cl)cc2)[nH]n1	x	8%	1	-1.6%	-0.5%	6%	3.1%	-0.24	1419	4%
Cc1ccn2c(CNCC3OCCc4ccccc43)c(C(=O)N3CCCCCC3)nc2c1 (centres undefined)	8%	6%	1.1	-0.9%	-1.4%	3%	1.5%	-0.85	1415	3%
NC(=O)C1C(c2ccccc2)=C1c1ccccc1	-2%	8%	1.2	-1.1%	2.1%	4%	2.2%	-0.48	1177	11%
O=C(CCNC(=O)c1ccc(Br)cc1)Nc1nccs1	-5%	-2%	1.1	-0.2%	-0.7%	-3%	0.5%	0.72	1322	-2%
COc1cc(C(=O)NC2=C(C#N)CCC2)cc(OC)c1OC	4%	14%	1.1	-0.5%	0.6%	4%	1.5%	-0.23	1382	4%
COc1ccc2c(c1)CC/C(=C\c1ccc(OC)c(Cn3cccn3)c1)C2=O	25%	14%	1	1.3%	7.0%	22%	18%	0.74	760	4%
O=C(NCc1ccncc1)C1COc2ccccc2O1 (centres undefined)	7%	5%	1.1	-0.1%	-1.8%	0%	0.8%	0.22	1527	-2%
CC(=O)c1cccc(NC(=O)Cc2cccs2)c1	-4%	8%	1.2	0.4%	3.1%	5%	1.0%	-0.18	1378	16%
CC(=O)Nc1ccc(S(=O)(=O)NC(=O)C23CC4CC(CC(C4)C2)C3)cc1	-7%	6%	1.1	-0.4%	1.5%	-5%	4.2%	-0.15	1018	8%
CCC(=O)c1cc2c(cc1NC(=O)C(C)C)OCCO2	-5%	2%	0.9	-0.2%	-1.0%	-1%	-0.2%	-1	1604	16%
COc1ccc(C(CNC(=O)c2cccnc2SC)N2CCOCC2)cc1 (centres undefined)	-1%	5%	1.2	0.1%	2.1%	-3%	0.4%	-0.85	1217	5%
CC1=CCC(C(=O)N/N=C/c2cccs2)C(c2ccc(F)cc2)C1 (centres undefined)	20%	0%	1	-0.4%	1.9%	18%	2.3%	1.1	1322	13%
CCOc1ccc(NC2=NC(C)(C)N=C(N)N2)cc1	18%	25%	1	-0.1%	2.2%	7%	3.1%	2	833	-1%
